Bioassay records from PubChem.
hERG protect = hERG (human) protection from proarrhythmic block. CHO-hERG, FluxOR thallium flux, dofetilide IC70 present. Q12809. 310,000 tested, 0.51% active. activation (rescue from dofetilide block), less the hit threshold, % at 10 µM;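 active means activation above the mean of controls blocked by dofetilide plus 5 SD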;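 further: thallium influx through hERG after potassium depolarization seen as dye fluorescence rise; in these data hits start at about 4.7%; inactives centre near -7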
DYRK1A inh = Dyrk1A (rat) kinase inhibition. Q63470. ADP-Glo luminescence, NFATc1 peptide. inhibition, % at 12.5 µM. 310,000 tested, 0.43% active; in the data active means inhibition above about 50%;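 further: plate controls were vehicle with enzyme for no effect and no enzyme for full effect; many of its hits are not listed in these tables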
TRPC4 potent = allosteric potentiators of mouse TRPC4 channel | 310,000 tested, 0.42% active | Q9QUQ5 | HEK293 TRPC4beta/mu-opioid, DAMGO EC20, Fluo-4 Ca2+ flux; stronger effect = higher value | B-score at 10 µM;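 active means B-score of calcium response area above 5 SD of library B-scores, with initial fluorescence ratio within 5 SD of library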;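 further: B-score of integrated fluorescence ratio over time as area under calcium response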
HDAC3 inh = human HDAC3 inhibition | O15379 | recombinant HDAC3, fluorogenic peptide/trypsin coupled, fluorescence | inhibition, % at 8.3 µM | 320,000 tested, 0.15% active | AID 2718; in the data active means inhibition above about 26%, passing the limit was not always enough
KCNK9 inh = human KCNK9 channel inhibition | 310,000 tested, 1.2% active | B-score at 10 µM | Q9NPC2 | HEK293 KCNK9, FluxOR thallium flux fluorescence; stronger effect = lower value;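 active means ratio B-score over 3 SD below the library mean, with starting fluorescence within 5 SD of its mean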;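 further: negative B-score means less thallium flux so channel inhibition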
Target sequence (Q9NPC2 whole entry, looked up): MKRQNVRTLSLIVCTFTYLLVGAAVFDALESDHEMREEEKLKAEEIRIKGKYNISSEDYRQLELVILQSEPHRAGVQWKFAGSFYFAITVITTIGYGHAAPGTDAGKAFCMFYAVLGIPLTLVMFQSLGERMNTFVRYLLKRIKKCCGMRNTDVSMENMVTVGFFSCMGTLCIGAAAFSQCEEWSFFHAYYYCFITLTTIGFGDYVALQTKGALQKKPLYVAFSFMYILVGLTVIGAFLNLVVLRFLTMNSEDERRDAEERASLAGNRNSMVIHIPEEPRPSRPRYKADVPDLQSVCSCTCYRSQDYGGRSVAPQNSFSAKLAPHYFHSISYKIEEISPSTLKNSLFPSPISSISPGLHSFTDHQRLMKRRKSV
KCNQ1 act = potentiates or activates the human KCNQ1 potassium channel. P51787. CHO-K1 KCNQ1, thallium flux FluxOR fluorescence; stronger effect = higher value. B-score at 10 µM. 310,000 tested, 0.35% active;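 active means fluorescence ratio B-score, a plate-corrected score, at least three library SD, with initial intensity B-score within 5 SD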
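Schedule – 37 °C overnight plating, 90-min dark dye load, 20-min compound pretreatment · System – stable KCNQ1 CHO-K1 line · Probe or stimulus – thallium- and potassium-containing depolarizing buffer · Measured by – kinetic FluxOR fluorescence, 10 s baseline plus 110 s post-stimulus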
ANO1 activ = mouse TMEM16A channel activation, primary screen; Q8BHY3; HEK293 TMEM16A/YFP-H148Q/I152L, iodide quench fluorescence; stronger effect = lower value; B-score at 10 µM; 340,000 tested, 0.3% active; AID 623877;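 active means fluorescence-ratio B-score plate-corrected deviation score at least 3 library SD below zero, with starting fluorescence score within 5 deviations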;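 further: channel opened by trigger with iodide after compound preincubation; score built on the fluorescence ratio of max minus min over baseline; more negative score means more quench and so TMEM16A activation or potentiation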
TRPC4 act = opens the mouse TRPC4 cation channel. Q9QUQ5. B-score at 10 µM. 310,000 tested, 0.49% active. HEK293 TRPC4beta/mu-opioid, Fluo4 calcium fluorescence; stronger effect = higher value;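 active means B-score above 5 SD of library B-scores, and initial fluorescence ratio not above library mean plus 5 SD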;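 further: positive B-score marks a calcium rise read as TRPC4 activation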
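System: HEK293 cells stably co-expressing mouse TRPC4beta and mu-opioid receptor; Schedule: Fluo4 dye loading 45 min at room temperature, 110 s recording; Detection: Fluo4 fluorescence, kinetic; Evaluation: B-scored integrated calcium fluorescence ratio; Controls: buffer (low) and maximal DAMGO (high).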
KCNQ1 block = blocks the human KCNQ1 potassium channel | B-score at 10 µM | 310,000 tested, 1.3% active | CHO-K1 KCNQ1, FluxOR thallium flux fluorescence; stronger effect = higher value;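 active means compounds whose thallium flux B-score, printed positive for inhibition, exceeds three library SD while starting fluorescence stays within three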;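 further: channel opened by potassium depolarization with thallium stimulus after 20 min compound exposure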
KCNK3 inh = human KCNK3 channel inhibition, primary screen | CHO-KCNK3 thallium flux, FluxOR fluorescence; stronger effect = lower value | O14649 | B-score at 10 µM | 340,000 tested, 0.84% active | AID 602410;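 active means B-score under library mean minus 4 SD, starting fluorescence ratio at most library mean plus 5 SD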;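 further: more negative B-score means stronger inhibition of thallium flux through KCNK3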
Target sequence (O14649 whole entry, looked up): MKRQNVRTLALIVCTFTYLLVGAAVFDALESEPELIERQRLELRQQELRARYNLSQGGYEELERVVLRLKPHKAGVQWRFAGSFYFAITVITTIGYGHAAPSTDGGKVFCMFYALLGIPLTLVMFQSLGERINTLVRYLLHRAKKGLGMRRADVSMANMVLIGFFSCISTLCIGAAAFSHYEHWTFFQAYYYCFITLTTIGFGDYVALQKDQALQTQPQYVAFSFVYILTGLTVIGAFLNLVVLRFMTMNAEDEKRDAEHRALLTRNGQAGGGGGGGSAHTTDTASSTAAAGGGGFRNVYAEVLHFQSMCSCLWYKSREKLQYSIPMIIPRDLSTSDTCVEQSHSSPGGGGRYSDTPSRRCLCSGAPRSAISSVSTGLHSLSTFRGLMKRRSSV
TMEM16A inh = mouse TMEM16A channel inhibition, primary screen | Q8BHY3 | HEK293 TMEM16A/YFP iodide influx fluorescence, ionomycin | normalized B-score (activity score, 25-100; higher = stronger inhibition) at 10 µM | 310,000 tested, 1.2% active | AID 588511;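 active means ratio plate-corrected score three or more library SD toward inhibition, starting fluorescence score within five deviations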;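 further: score derived from kinetic fluorescence span divided by baseline fluorescence per well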
Active calls of the source: *; i = inactive; / = not tested or not shown.

SMILES	hERG protect	DYRK1A inh	TRPC4 potent	HDAC3 inh	KCNK9 inh	KCNQ1 act	ANO1 activ	TRPC4 act	KCNQ1 block	KCNK3 inh	TMEM16A inh
Nc1c(C=C2C=CC(=O)C=C2)c(=O)nc2sc(CC(=O)N3CCCCC3)nn12	-3	/	i	6	i	i	i	i	i	i	i
Cc1cccc(NC(=O)Nc2ccc(Br)cc2)n1	-8	2	i	-8	i	i	i	i	i	i	i
Cc1nnc(SCc2nc3ccccc3s2)n1N	-11	2	i	3	i	i	i	i	i	i	i
CCOC(=O)c1c(NC(=O)Cn2cnc([N+](=O)[O-])n2)sc(C)c1C	-19	6	i	-5	i	i	i	i	i	i	i
Cc1nc(C(F)(F)F)c(C(=O)O)cc1-c1nc(-c2ccccc2)cs1	-5	6	i	3	i	i	i	i	i	i	i
O=C(CN1CCC(NC(=O)c2ccco2)CC1)Nc1ccccc1[N+](=O)[O-]	-19	/	i	-9	i	i	/	i	i	/	i
C/[N+]([O-])=C\C1C(=O)CC(C)(C)CC1=O	-4	-1	i	1	i	i	i	i	i	i	i
COc1cc(/C=N/N=C(N)N)ccc1OCc1ccc(Cl)cc1	-32	7	i	7	i	i	i	i	13*	i	100*
O=S(=O)(CCc1ccncc1)c1ccc(Cl)cc1	-5	0	i	1	i	i	i	i	i	i	i
FC(F)(F)c1cccnc1-n1cncn1	-9	-2	i	-1	i	i	i	i	i	i	i
COC(=O)Cc1cc(=O)n2[nH]cnc2n1	-7	-1	i	-5	i	i	i	i	i	i	i
CC1CCN(C(=O)C(Cc2ccccc2)NS(=O)(=O)c2ccc3c(c2)oc(=O)n3C)CC1 (configuration not stated)	/	0	/	-7	/	/	i	/	/	i	i

Gathered by group, those above with a CF3 group
SMILES	hERG protect	DYRK1A inh	TRPC4 potent	HDAC3 inh	KCNK9 inh	KCNQ1 act	ANO1 activ	TRPC4 act	KCNQ1 block	KCNK3 inh	TMEM16A inh
Cc1nc(C(F)(F)F)c(C(=O)O)cc1-c1nc(-c2ccccc2)cs1	-5	6	i	3	i	i	i	i	i	i	i
FC(F)(F)c1cccnc1-n1cncn1	-9	-2	i	-1	i	i	i	i	i	i	i

New compounds follow.
SMILES	hERG protect	DYRK1A inh	TRPC4 potent	HDAC3 inh	KCNK9 inh	KCNQ1 act	ANO1 activ	TRPC4 act	KCNQ1 block	KCNK3 inh	TMEM16A inh
COn1c(-c2ccccc2)nc2ncccc21	-4	8	i	-1	i	i	i	i	i	i	i
Cc1ccc(NC(=O)c2cc(-c3cccc(O)c3)on2)cc1C	-10	-4	i	/	i	i	i	i	i	i	i
O=C(CCCN1C(=O)/C(=C\c2cccs2)SC1=S)Nc1ccc(O)cc1	-9	-3	i	1	i	i	i	i	i	i	i
CC1Cc2cc(/C(O)=C3\C(=O)C(=O)N(Cc4cccnc4)C3c3ccccc3F)ccc2O1 (configuration not stated)	-13	-5	i	2	i	i	i	i	i	i	i
COc1ccccc1N1CCN(S(=O)(=O)c2ccc(Cl)cc2)CC1	-9	-5	i	8	i	i	i	i	i	i	i
COc1ccc(OC)c(C2=NNC(=NCc3ccc4c(c3)OCO4)SC2)c1	-11	5	i	-8	i	i	i	i	i	i	i
O=C(Nc1ccc(F)cc1F)NC1CC1	-7	-3	i	2	i	i	i	i	i	i	i
COCc1c(C(=O)OC)nnn1-c1ccccc1	-7	0	i	-5	i	i	i	i	i	i	i
O=S(=O)(NCC(c1cccnc1)N1CCN(c2ccc(F)cc2)CC1)c1cc(F)ccc1F (configuration not stated)	-6	-3	i	-2	i	i	i	i	i	i	i
COC(=O)c1ccc(SCc2ccccc2)nc1	-5	/	i	0	i	i	i	i	i	i	i
Cc1ccc(-n2ncc3c(NCc4ccc5c(c4)OCO5)ncnc32)c(C)c1	-14	-3	i	0	i	i	i	i	i	i	i
COc1ccc(S(=O)(=O)n2nc(C)cc2C)cc1OC	-9	-6	i	2	i	i	i	i	i	i	i
CCOC(=O)C(=CNc1cccc(C)c1C)C(=O)OCC	-4	-15	i	3	i	i	i	i	i	i	i
CC(C)CNC(=S)NC(=O)c1csc([N+](=O)[O-])c1	-4	4	i	3	i	i	i	i	i	i	i
CCc1ccccc1N(C)S(=O)(=O)c1ccc2[nH]cc(C(=O)N3CCc4ccccc43)c(=O)c2c1	-12	-5	i	10	-9.3*	i	i	i	i	i	i
CC(OC(=O)CCN=C1NS(=O)(=O)c2ccccc21)C(=O)N(C)C1CCCCC1 (configuration not stated)	-13	-7	i	-3	i	i	i	i	i	i	i
COc1ccc(S(=O)(=O)N2CCOCC2)cc1NC(=O)COC(=O)c1ccc(C)s1	-13	-2	i	/	i	i	i	i	i	i	/
CSc1ccc(S(=O)(=O)NC2CCCCCC2)cc1	-12	1	i	3	i	i	i	i	i	i	i
Cc1ccc(S(=O)(=O)N2CCOC2CNC(=O)C(=O)NCc2ccccc2)cc1 (configuration not stated)	-10	/	i	-5	i	i	i	i	i	i	i
N/C(=N\c1nc2ccccc2o1)NC(=O)c1cccc(Br)c1	-9	/	i	-7	i	i	i	i	i	i	i
COC(=O)Cn1c(CCS(=O)(=O)c2ccc(C)cc2)nc2ccccc21	-5	-1	i	-3	i	i	i	i	i	i	i
Nc1cc(=O)[nH]c(SCC(=O)NC2CCCc3ccccc32)n1 (configuration not stated)	-8	-2	i	-5	i	i	i	i	i	i	i
CC1=NN(c2nc(-c3ccc(C)cc3)cs2)C(=O)C1N=Nc1cccc(C)c1 (configuration not stated)	-7	-8	i	1	i	i	i	i	i	i	i
O=C(Cn1cnc2c(nnn2-c2ccccc2)c1=O)NCCc1ccccc1	-6	0	i	/	i	i	i	i	i	i	i
Cn1c(/C=C/c2ccc(Cl)cc2)c([N+](=O)[O-])c(=O)n(C)c1=O	-8	-2	i	1	i	i	i	i	i	i	i
COC(=O)C1=CN(Cc2ccc(F)cc2)C=C(C(=O)OC)C1c1cc(OC)c(OC)c(OC)c1	0	-3	i	4	i	i	i	i	i	i	i
O=C(CSc1ncnc2sc3c(c12)CCC3)Nc1ccccc1C(=O)O	-10	-3	i	-2	i	i	i	i	i	i	i
CCN(CC(=O)Nc1c(F)cccc1F)C(=O)c1ccc(Cl)c(S(=O)(=O)N2CCCC2)c1	-9	4	i	15	i	i	i	i	i	i	i
Cc1c(N/C=C/C(=O)c2cccs2)c(=O)n(-c2ccccc2)n1C	-5	-4	i	-2	i	i	i	i	i	i	i
COc1cccc(NC(=S)NNC(=O)c2c([N+](=O)[O-])c(C)nn2C)c1	-10	4	i	/	i	i	i	i	i	i	i
CCOC(=O)C1(Cc2cccc(F)c2)CCN(Cc2ccon2)CC1	-3	1	i	-14	i	i	i	i	i	i	i
Cc1cc(C(=O)NCC(c2ccco2)N(C)C)ccc1[N+](=O)[O-] (configuration not stated)	-3	1	i	5	i	i	i	71*	i	i	i
CCOC(=O)c1c(C)[nH]c(C)c1C(=O)CSc1nc(N)cc(N)n1	-13	2	i	1	i	i	i	i	i	i	i
COc1ccc(NC(=O)COC(=O)CCCC2=NS(=O)(=O)c3ccccc3N2)cc1Cl	-4	28	i	4	i	i	i	i	i	i	i
Cc1ccc(N2CCN(C(=O)c3nn(C)c4c3CS(=O)(=O)c3ccccc3-4)CC2)c(C)c1	-10	/	i	3	i	i	i	i	i	i	i
Cn1c(CN2CCCCC2)nc2cc(NC(=O)c3ccc(Cl)cc3)ccc21	-10	0	i	-7	i	i	i	i	i	i	100*
S=c1nc(C2CC2)n(-c2ccccc2)[nH]1	-6	-4	i	0	i	i	i	i	i	i	i
COc1ccccc1OC(=O)c1ccc2nsnc2c1	-6	0	i	3	i	i	i	i	i	i	i
Cc1nnc(NCCc2ccccc2)n(N)c1=O	-5	2	i	2	i	i	i	i	i	i	i
CCC(C)C(NC(=O)C(N)CC(C)C)C(=O)NC(CCC(=O)OCc1ccccc1)C(N)=O (configuration not stated)	-9	/	i	-6	i	i	i	i	i	i	i
O=C(O)c1ccccc1NSc1ccccc1[N+](=O)[O-]	-4	-5	i	6	i	i	i	i	i	i	i
Cc1ccc(NC(=O)CCNC(=O)c2ccc(Br)cc2)cc1S(=O)(=O)N1CCCCCC1	-14	-6	i	-2	i	i	i	i	i	i	i
COc1ccccc1C1C=C(c2ccc(Cl)cc2)Nc2nc(N3C(=O)CCC3=O)nn21 (configuration not stated)	/	-2	/	-1	/	/	i	/	/	i	i
CN(C)C(=O)c1ccccc1Sc1ccc(Cl)cc1Cl	-12	-9	i	1	i	i	i	i	i	i	i
CC(C)C(NC(=O)c1ccc(Cl)cc1)C(=O)NC1=NCCS1 (configuration not stated)	-6	-5	i	-1	i	i	i	i	i	i	i
O=C(OCC(=O)N1CCN(C(=O)c2ccco2)CC1)c1cc(-c2ccc(F)cc2)nc2ccccc12	-8	5	i	-6	i	i	i	i	i	i	i
COC(=O)[C@@]12CCCCN1[C@H](c1ccc(-c3ccc(C(C)=O)cc3)cc1)[C@H]1C(=O)N(C)C(=O)[C@H]12	-5	0	i	5	i	i	i	i	i	i	i
COc1ccc(-c2cnc[nH]2)cc1	-8	/	i	-14	i	i	i	i	i	i	i
Cc1ccc(-n2nc3c(c2NC(=O)c2ccc4c(c2)OCO4)CSC3)c(C)c1	-14	8	i	3	i	i	i	i	i	i	i
Cc1ccc(NC2Sc3ccccc3NC2=O)cc1Cl (configuration not stated)	-5	-6	i	5	i	i	i	i	i	i	i
Nc1cccc(NC(=O)c2cccs2)c1	-3	2	i	-8	i	i	i	i	i	i	i
CC/C(=N/NC(=O)c1ccc(Br)cc1)c1ccc(OCCN2CCOCC2)cc1	-10	-2	i	-1	i	i	i	i	i	i	i
C(=N\Nc1nc(-c2cccnc2)nc2ccccc12)/c1ccccc1	-16	/	i	4	i	i	i	i	i	i	i
CSc1ccc(CNCc2ccc3c(c2)OCO3)cc1	-4	0	i	6	i	i	i	i	i	i	i
COc1cccc(N2C(=NC(=O)c3ccccc3)SC3CS(=O)(=O)CC32)c1 (configuration not stated)	-4	4	i	-2	i	i	i	i	i	i	i
COc1ccccc1CNC(=O)CN(C)CC(=O)Nc1cccc(F)c1	-12	2	i	-3	i	i	i	i	i	i	i
CCN1CCN(C(=O)c2cc3c(=O)n4ccccc4nc3s2)CC1	-3	0	i	-68	i	i	i	i	i	i	i
Cn1c(SCC(=O)NCC2CCCO2)nc2c(c1=O)SCC2 (configuration not stated)	-8	-2	i	-2	i	i	i	i	i	i	i
COC(=O)Oc1c(Br)c(=O)oc2ccccc12	-34	30	i	-3	i	i	i	i	i	i	i

This is a subset (hit frequency here may not be typical).
